Screens as filed in PubChem.
RAD52 inh = RAD52 (human) annealing inhibition; inhibition, % at 18.7 µM; AID 651710; recombinant RAD52 DNA annealing, FRET fluorescence; 0.46% of 360,000 active;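 active means every replicate showing at least 50% inhibition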
FN deposit inh = fibronectin deposition inhibition; inhibition, % at 12.6 µM; AH1F fibroblasts, Alexa488-fibronectin deposition fluorescence, overnight; AID 743247; 0.086% of 350,000 active;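 active means mean inhibition across replicates of 30% or more, regardless of how many single replicates reach that level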;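 further: positive control wells lacked labelled fibronectin entirely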
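Assay system: AH1F fibroblasts / Quantity: 10000 cells per well / Medium: DMEM plus 2% serum, read in PBS / Reagent: labelled fibronectin 24 nM / Dosing: single dose, pinned / Times: 1 h cell attachment, overnight exposure to compound and label / Signal: fluorescence, ex 485 nm, em 525 nm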
EWS-Fli inh = EWS/Fli transcriptional activity inhibition. AID 651661. inhibition, % at 12.6 µM. 0.67% of 350,000 active. A673 NR0B1-luciferase reporter, viability-normalised;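 active means mean inhibition of at least 50% after viability correction, with every replicate also passing that limit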;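 further: firefly luciferase signal divided by Alamar Blue viability fluorescence both relative to DMSO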
RAD54 inh = RAD54 (human) branch migration inhibition | AID 602329 | inhibition, % at 10.4 µM | RAD54 Holliday junction branch migration, FAM/BHQ fluorescence | Q92698 | 0.14% of 360,000 active;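 active means mean normalized replicate activity at least 40 and at least half of replicates scoring 40 or more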;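 further: 0% = median of neutral control wells and 100% = median of positive control wells; inhibitors cause a drop in the FAM fluorescence signal; in these data hits start at about 50%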
Target sequence (Q92698 whole entry, looked up): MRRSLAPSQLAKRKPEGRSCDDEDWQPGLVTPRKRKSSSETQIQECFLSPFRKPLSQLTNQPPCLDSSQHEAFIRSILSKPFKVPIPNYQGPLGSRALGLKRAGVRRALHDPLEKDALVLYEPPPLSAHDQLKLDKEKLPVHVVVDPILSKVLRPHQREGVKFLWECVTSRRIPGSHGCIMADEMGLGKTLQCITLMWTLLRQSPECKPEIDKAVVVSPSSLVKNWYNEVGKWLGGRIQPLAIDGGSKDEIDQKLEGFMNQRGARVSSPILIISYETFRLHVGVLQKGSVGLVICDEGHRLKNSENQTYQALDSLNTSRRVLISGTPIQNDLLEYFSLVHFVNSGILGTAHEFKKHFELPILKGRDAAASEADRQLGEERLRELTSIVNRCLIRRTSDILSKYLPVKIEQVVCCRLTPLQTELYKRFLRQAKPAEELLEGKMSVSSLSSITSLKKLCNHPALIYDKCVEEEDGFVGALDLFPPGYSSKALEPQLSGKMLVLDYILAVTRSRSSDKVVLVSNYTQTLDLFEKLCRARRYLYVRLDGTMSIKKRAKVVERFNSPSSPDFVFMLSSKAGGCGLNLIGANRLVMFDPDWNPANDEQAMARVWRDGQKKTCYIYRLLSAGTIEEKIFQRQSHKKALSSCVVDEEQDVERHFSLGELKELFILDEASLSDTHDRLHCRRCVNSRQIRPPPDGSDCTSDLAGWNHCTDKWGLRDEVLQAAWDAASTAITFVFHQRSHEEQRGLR
S100A4 MyoIIA = blocks human S100A4 binding to myosin IIA peptide | P26447 | S100A4/TAMRA-MyoIIA peptide fluorescence polarization | inhibition, % at 10.7 µM | 0.14% of 360,000 active | AID 652163;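 active means mean inhibition of at least 70% across replicates, with every replicate also reaching that level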
Target sequence (P26447 whole entry, looked up): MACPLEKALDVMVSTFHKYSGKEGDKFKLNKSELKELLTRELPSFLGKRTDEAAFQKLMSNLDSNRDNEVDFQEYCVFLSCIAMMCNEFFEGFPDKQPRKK
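Material: S100A4 monomer (human). Medium: Calcium-containing HEPES buffer, pH 7.2. Probe or stimulus: labelled myosin peptide probe, 5 nM. Compound dosing: one concentration per compound. Timing: polarization read 5 min after assay mix addition, stable 5–60 min. Benchmarks: DMSO as neutral control, TFP as positive control.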
Xi reactivation = reactivates the inactive X chromosome in mouse fibroblasts | activation, % at 7.58 µM | 0.055% of 360,000 active | XiGFP mouse fibroblasts, % GFP-positive cells imaging, 3 d; cells co-treated with 5-aza-dC sensitizer; scaled so ellipticine positive control = 100%;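 active means mean normalized replicate activation at least 10% and every replicate at or above 10%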;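 further: 0% = median of on-plate neutral control wells and 100% = ellipticine 6 µM median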
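System: 68-5-11 XiGFP fibroblast line; Timing: 3 days compound exposure; Compound dosing: one concentration, pinned; Benchmarks: positive control ellipticine, 6 µM final; Buffer or medium: DMEM containing 5-aza-dC.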
esBAF inh = SWI/SNF esBAF complex inhibition; mouse ES cells, Bmi1-luciferase knock-in reporter, 24 h; 100% = twice the neutral-well signal; reporter increase, % at 12.5 µM; 2% of 350,000 active; AID 602393; in the data active means activation above about 40%;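 further: 0% = median of the plate's neutral control wells and 100% = double that signal; a rise in the Bmi1 reporter signal indicates esBAF inhibition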
E-selectin induc = induces E-selectin expression in human endothelial cells; P16581; HUVEC E-selectin immunofluorescence imaging; normalized: neutral wells 0, TNF-alpha wells 100; activation, % at 7.58 µM; 0.37% of 260,000 active; AID 686992;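 active means mean E-selectin-positive cell signal at least 10% of the positive control, reached in at least 60% of replicates, without over 20% cell loss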;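 further: in these data hits start at about 27%; measured in HUVEC primary endothelial cells; signal is the percent of cells scored E-selectin positive by PE staining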
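material = human umbilical vein endothelial cells (HUVEC), E-selectin induction | quantity = 3,000 cells/well | medium = EGM-2 growth medium on 0.1% gelatin-coated wells | technique = immunofluorescence imaging | read-out basis = % PE-positive cells | control set = TNF-alpha positive control, DMSO neutral control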
An asterisk follows results filed as active; / = not tested or not shown.

SMILES	RAD52 inh	FN deposit inh	EWS-Fli inh	RAD54 inh	S100A4 MyoIIA	Xi reactivation	esBAF inh	E-selectin induc
C[C@H]1CCCCO[C@H](CN(C)C(=O)Cc2ccccc2)[C@@H](C)CN([C@@H](C)CO)C(=O)c2cc(NS(=O)(=O)c3ccc(Cl)cc3)ccc2O1	-11.6	-6.5	7.4	4.9	-2.9	0.5	-3.5	0.2
CCOC(=O)c1ccc(N=c2ssnc2Cl)cc1	-6.7	/	10.2	6.2	1.5	0.0	-4.7	/
CCc1ccc(CNc2ccc3c(c2)ncn3C(C)(C)C)cc1	8.2	8.8	-87.4	-4.0	-3.3	0.0	51.0*	-0.1
CNc1snc(C)c1C(=O)OCC(=O)NCc1ccccc1OC	-20.2	-3.3	-6.8	/	-4.0	-0.1	3.2	0.3
CC(C)Nc1ccc(C(CC(N)=O)NC(=O)Cc2cccc3ccccc23)cc1[N+](=O)[O-] (stereo not given)	-40.7	6.9	-15.5	1.8	-2.8	0.0	-0.4	0.0
C[C@@H]1CN([C@H](C)CO)C(=O)c2cc(C#CC3CCCCC3)cnc2O[C@@H]1CN(C)C(=O)NC1CCCC1	9.9	-10.0	-19.6	-13.9	11.3	-0.1	-3.7	0.0
O=C(C[C@H]1C[C@H]2c3cc(NC(=O)C4CCOCC4)ccc3O[C@H]2[C@@H](CO)O1)NCc1ccccn1	-5.5	-4.8	1.8	12.6	1.5	0.5	-1.0	-0.4
Cc1ccc(NC(=O)c2ncc(Cl)c(Cl)c2Cl)cc1C	-25.0	5.6	18.0	-10.1	2.1	0.3	-1.8	/
COc1ccc(C)cc1S(=O)(=O)N(C)CC(=O)Nc1ccc2c(c1)OCCO2	-19.2	/	-3.6	-1.4	-2.2	/	12.0	/
O=C(Nc1ccc(C(F)(F)F)cc1)N[C@@H]1CC[C@@H](CCNC(=O)c2ccccc2F)O[C@@H]1CO	-4.9	/	-6.7	1.4	4.0	0.0	5.5	-0.5
Cc1cccc(/C=N/n2c(C3CCCCC3)n[nH]c2=S)c1	-5.9	/	/	-9.6	-4.7	/	0.2	/
CN1C(=O)c2cc(NC(=O)C3CCCC3)ccc2OC[C@H]2O[C@H](CC(=O)NCC3CC3)CC[C@H]21	-7.8	6.2	10.1	-9.4	-17.3	0.4	-3.0	0.8
CC(C)CC#Cc1cnc2c(c1)C(=O)N([C@H](C)CO)C[C@H](C)[C@@H](CN(C)C(=O)c1ccccc1)O2	-1.7	/	11.3	11.1	-2.1	-0.9	-1.0	-0.4
CC1CN(C(=O)COC(=O)c2ccc(F)cc2Cl)CC(C)O1 (stereo not given)	10.3	-1.1	-13.7	16.4	-1.4	0.0	3.3	0.0
COC(=O)c1ccc(C)c(NC(=O)Cc2ccc([N+](=O)[O-])cc2)c1	-13.3	/	9.2	/	-11.1	0.1	/	/
O=C(CSc1nc(O)cc(=O)n1-c1ccccc1)c1ccc(Br)cc1	-21.3	-8.6	-12.0	8.9	-4.3	0.0	5.8	13.2
O=C(NCCc1ccccc1)c1cccnc1	/	7.3	/	-10.1	/	/	26.1	1.0
Cn1c(=O)c(C#N)c(-c2ccccc2)n2cnnc12	-13.2	/	-0.8	-4.0	-11.4	/	-0.9	/
CC(=O)NCCc1ccc(C(=O)COC(=O)c2cc(C)oc2C)cc1	-8.8	-2.5	-8.4	1.6	-6.7	0.2	8.4	0.2
CCCNC(=O)Nc1ccc2c(c1)C(=O)N(C)[C@@H]1CC[C@@H](CC(=O)NC3CCC3)O[C@@H]1CO2	/	-9.9	0.0	-21.9	/	-0.1	0.0	-0.1

Reformatted: nine of the compounds above.
| canonical_smiles | RAD52 inh | FN deposit inh | EWS-Fli inh | RAD54 inh | S100A4 MyoIIA | Xi reactivation | esBAF inh | E-selectin induc |
| --- | --- | --- | --- | --- | --- | --- | --- | --- |
| CN1C(=O)c2cc(NC(=O)C3CCCC3)ccc2OC[C@H]2O[C@H](CC(=O)NCC3CC3)CC[C@H]21 | -7.8 | 6.2 | 10.1 | -9.4 | -17.3 | 0.4 | -3.0 | 0.8 |
| CC(C)CC#Cc1cnc2c(c1)C(=O)N([C@H](C)CO)C[C@H](C)[C@@H](CN(C)C(=O)c1ccccc1)O2 | -1.7 | / | 11.3 | 11.1 | -2.1 | -0.9 | -1.0 | -0.4 |
| CC1CN(C(=O)COC(=O)c2ccc(F)cc2Cl)CC(C)O1 (stereo not given) | 10.3 | -1.1 | -13.7 | 16.4 | -1.4 | 0.0 | 3.3 | 0.0 |
| COC(=O)c1ccc(C)c(NC(=O)Cc2ccc([N+](=O)[O-])cc2)c1 | -13.3 | / | 9.2 | / | -11.1 | 0.1 | / | / |
| O=C(CSc1nc(O)cc(=O)n1-c1ccccc1)c1ccc(Br)cc1 | -21.3 | -8.6 | -12.0 | 8.9 | -4.3 | 0.0 | 5.8 | 13.2 |
| O=C(NCCc1ccccc1)c1cccnc1 | / | 7.3 | / | -10.1 | / | / | 26.1 | 1.0 |
| Cn1c(=O)c(C#N)c(-c2ccccc2)n2cnnc12 | -13.2 | / | -0.8 | -4.0 | -11.4 | / | -0.9 | / |
| CC(=O)NCCc1ccc(C(=O)COC(=O)c2cc(C)oc2C)cc1 | -8.8 | -2.5 | -8.4 | 1.6 | -6.7 | 0.2 | 8.4 | 0.2 |
| CCCNC(=O)Nc1ccc2c(c1)C(=O)N(C)[C@@H]1CC[C@@H](CC(=O)NC3CCC3)O[C@@H]1CO2 | / | -9.9 | 0.0 | -21.9 | / | -0.1 | 0.0 | -0.1 |

Further results follow:
SMILES	RAD52 inh	FN deposit inh	EWS-Fli inh	RAD54 inh	S100A4 MyoIIA	Xi reactivation	esBAF inh	E-selectin induc
COc1cc(C2C(C(=O)c3ccc(C)o3)=C(O)C(=O)N2c2cc(C)on2)ccc1OCc1ccccc1 (stereo not given)	-23.5	3.3	/	-10.3	-2.8	0.0	-0.9	2.0
Cc1ccc(-c2nc(CN(C)C3CCOCC3)c(C)o2)s1	-3.0	-3.2	13.8	3.8	-18.9	0.0	-6.8	/
CCOC(=O)CNC(=O)c1cc(OC)cc(OC)c1	-14.8	/	6.2	3.0	-9.5	0.0	3.6	/
CO[C@@H]1CN(C)C(=O)c2cc(NC(C)=O)ccc2OC[C@H](C)N(Cc2ccc(F)cc2)C[C@@H]1C	-12.9	-14.1	-10.4	-0.8	4.9	0.2	1.9	-0.3
c1ccc(CNc2nc(NCCc3ccncc3)c3sccc3n2)cc1	-0.7	3.7	16.4	-4.5	-3.2	0.0	-12.0	-0.2
C[C@H]1CN([C@@H](C)CO)C(=O)c2cc(C#Cc3ccccn3)cnc2O[C@@H]1CN(C)Cc1cccnc1	-61.0	/	-1.7	-0.4	32.7	0.2	4.5	0.0
NC(=O)CCC(=O)N1CCCC(C(=O)c2ccc(C(F)(F)F)cc2)C1 (stereo not given)	-9.0	4.8	-0.5	5.9	-1.0	0.0	6.7	-0.1
CO[C@H](CN(C)S(=O)(=O)c1ccccc1)[C@H](C)CN(Cc1ccccc1Cl)[C@@H](C)CO	7.7	-9.4	10.7	4.8	-0.2	0.0	3.8	0.2
CC1(C(=O)NC2CCCC2)CCC(=O)N1CCc1c[nH]c2ccccc12 (stereo not given)	0.5	12.9	0.0	-2.3	-5.6	-0.1	-7.1	0.0
C[C@@H]1CN([C@H](C)CO)C(=O)c2cccc(NC(=O)Nc3cccc4ccccc34)c2O[C@H]1CN(C)C(=O)Nc1ccc(F)cc1	-10.8	6.7	5.8	-4.3	-3.4	-0.7	7.3	-2.9
CCC1CCCCN1Cc1ccc(N)cc1 (stereo not given)	1.4	5.6	1.9	/	1.1	0.4	/	/
Cc1ccc(C(C)C)c(OCc2nc(-c3nonc3N)no2)c1	-80.4	-11.8	-55.8	-0.2	-1.7	-0.1	4.6	0.8
CCC(=O)Nc1nnc(S(=O)(=O)N(CC)c2ccc(OC)cc2)s1	-12.6	2.5	8.8	-3.7	-3.0	0.1	-4.3	0.3
C[C@H]1CN([C@@H](C)CO)C(=O)c2cc(C#CC(C)(C)O)cnc2O[C@@H]1CN(C)Cc1cccc(F)c1	/	5.5	0.8	/	/	-0.2	-3.7	-0.3
C[C@@H]1CN([C@H](C)CO)S(=O)(=O)c2ccc(-c3ccccc3F)cc2O[C@@H]1CN(C)CC1CC1	25.6	-18.0	15.3	2.8	-4.8	-1.0	-4.1	-0.1
O=C(Nc1cc(N2CCCCC2)ncn1)c1ccc(F)cc1	0.8	-2.6	-37.1	/	-1.0	0.0	/	/
COCCN(C[C@@H]1[C@@H](c2ccccc2)[C@H](CO)N1C(=O)C1CC1)C(C)=O	5.0	-9.2	6.9	4.0	2.1	0.8	-5.4	-0.1
CS(=O)(=O)c1ccc(N2CCN(S(=O)(=O)c3cccs3)CC2)c([N+](=O)[O-])c1	-9.4	-2.8	13.1	-4.5	3.6	0.1	12.5	-1.0
Cc1noc(C)c1NC(=O)Nc1ccc2c(c1)C(=O)N([C@H](C)CO)C[C@@H](C)[C@H](CN(C)S(=O)(=O)c1ccc(F)cc1)OCCCC[C@@H](C)O2	9.1	/	0.6	2.5	-16.9	1.2	3.4	-0.2
CCOC(=O)CNC(=O)C1(/C=C/c2ccccc2)CC(=O)N1c1ccc(OC)cc1 (stereo not given)	2.6	0.5	4.9	-4.3	0.6	-0.1	-0.3	-0.2
CO[C@@H]1CN(C)C(=O)c2cc(NC(=O)c3ccccc3)ccc2OC[C@@H](C)N(CC2CC2)C[C@H]1C	/	-9.3	-0.6	-13.9	/	-0.3	0.4	-0.3
COc1ccccc1NC(=O)N1CCN(C(=O)Nc2ccccc2OC)CC1	-11.9	1.4	5.2	-1.5	1.0	0.0	/	/
CCCC(=O)Nc1ccc2c(c1)OC[C@@H](C)N(Cc1ccc(F)cc1)C[C@@H](C)[C@H](OC)CN(C)C2=O	-1.2	4.0	/	/	-2.8	0.1	/	-0.3
Cc1cccc(Nc2c(-c3ccc(N4CCOCC4)cc3)nc3ncccn23)c1	4.6	3.6	-15.2	8.2	-12.2	-0.1	10.1	1.5
COc1ccc(C(CNc2ccc(S(C)(=O)=O)cc2[N+](=O)[O-])N(C)C)cc1OC (stereo not given)	-6.7	2.1	3.4	-8.7	-3.3	0.1	1.4	-0.1
Cc1cccc(C)c1NC(=O)Cn1c(=O)c2cccn2c2ccccc21	-20.4	13.5	/	11.8	-5.6	0.0	-4.7	/
Cc1ccccc1CC(=O)NC1CCN(C)CC1	-17.2	0.0	7.6	-7.2	4.1	0.0	1.8	/
CC(=O)N1CCCCN2[C@@H](CO)[C@@H](c3ccc(-c4ccncc4)cc3)[C@@H]2C1	-0.5	/	-2.0	-3.0	-1.5	0.1	0.8	0.7
CC(=O)C1=C(O)C(=O)N(c2cccc(Br)c2)C1c1ccccc1Cl (stereo not given)	-6.9	-1.3	-0.9	-8.1	-3.1	0.2	1.2	/
COc1cc2c(cc1OC)[C@H](C)N(C(=O)COc1ccccc1)CC2	-2.8	6.7	8.8	-18.1	-3.5	0.0	3.9	-0.2
CCn1nc(C)c(Br)c1C(=O)Sc1ccccc1Cl	-18.9	-2.6	-1.8	6.3	0.3	4.0	/	-0.1
CCC1=C/C(=C/c2sc3ccccc3[n+]2CC)CC(C)(C)C1	-19.4	-3.2	15.5	/	-0.3	0.2	/	/
COCCN(C(=O)/C=C/c1ccccc1)c1c(N)n(Cc2ccccc2)c(=O)[nH]c1=O	-52.8	15.9	2.0	/	-2.4	0.2	/	5.5
